RAM inhibit – yeast RAM network inhibition. 190,000 tested, 1.8% active. inhibition, % at 50 µM. S. cerevisiae dse1pr::URA3 reporter, 5-FOA growth OD615, 2 d; analog-sensitive cbk1-as2 kinase mutant strain;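 active = inhibition above a set limit, 3 SD over mean compound inhibition, cut at about 8.4% in these data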;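 note: 0% = DMSO-only wells with no growth and 100% = 10 µM 1-NA-PP1 full growth; inhibition rescues growth on 5-FOA so higher OD means more RAM inhibition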
FLuc inh counter – counter-screen for luciferase assay inhibitors: firefly luciferase inhibition; P08659; ATPLite firefly luciferase biochemical luminescence, 10 min; inhibition, % at 10 µM; 200,000 tested, 1.5% active;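 active = inhibition above about 50% when tested at 10 µM, limit read from the data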
Target sequence (P08659 whole entry, looked up): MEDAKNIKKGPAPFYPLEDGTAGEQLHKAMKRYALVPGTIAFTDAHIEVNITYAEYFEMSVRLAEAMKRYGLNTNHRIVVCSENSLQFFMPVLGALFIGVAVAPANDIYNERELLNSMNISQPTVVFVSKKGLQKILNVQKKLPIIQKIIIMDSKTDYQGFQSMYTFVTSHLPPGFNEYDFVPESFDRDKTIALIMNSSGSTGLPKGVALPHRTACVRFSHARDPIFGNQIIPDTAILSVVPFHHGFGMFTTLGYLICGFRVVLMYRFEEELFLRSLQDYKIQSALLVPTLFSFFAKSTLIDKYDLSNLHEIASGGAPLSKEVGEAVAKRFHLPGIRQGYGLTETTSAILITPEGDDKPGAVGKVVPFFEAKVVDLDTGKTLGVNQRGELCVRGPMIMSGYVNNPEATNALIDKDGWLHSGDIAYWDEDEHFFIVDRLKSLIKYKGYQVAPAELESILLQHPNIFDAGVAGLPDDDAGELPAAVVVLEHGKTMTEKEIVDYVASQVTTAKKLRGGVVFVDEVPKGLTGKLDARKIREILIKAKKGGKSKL
FLuc act counter – firefly luciferase counter-screen for stimulation assays; ATPlite luciferase biochemical, luminescence, 10 min; 0 = ATP-free wells, 1 = DMSO control; activation factor at 10 µM; 200,000 tested, under 10 active;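 active = luciferase activation factor, scaled between plate controls, of at least 2 with compound at 10 µM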
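System: Luciferase/luciferin detection reagent, cell-free biochemical luciferase assay | Medium: PBS buffer for ATP | Dosing: Test compounds dosed from 2 mM stocks in 100% DMSO | Timing: 10 min at ambient temperature | Signal: Luminescence measurement of luciferase light output | Evaluation: Luciferase activation, seen as luminescence increase over controls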
TNAP inh hi DEA – blocks human TNAP under high phosphate acceptor concentration | P05186 | purified TNAP, CDP-star luminescence, 1 M DEA | inhibition, % at 20 µM | 200,000 tested, 0.03% active | AID 1135;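 active = over 50% inhibition of tissue-nonspecific alkaline phosphatase at 20 µM in the single-dose screen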;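 note: plate controls were DMSO wells for no effect and EDTA-quenched wells as full inhibition for full effect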
Target sequence (P05186 whole entry, looked up): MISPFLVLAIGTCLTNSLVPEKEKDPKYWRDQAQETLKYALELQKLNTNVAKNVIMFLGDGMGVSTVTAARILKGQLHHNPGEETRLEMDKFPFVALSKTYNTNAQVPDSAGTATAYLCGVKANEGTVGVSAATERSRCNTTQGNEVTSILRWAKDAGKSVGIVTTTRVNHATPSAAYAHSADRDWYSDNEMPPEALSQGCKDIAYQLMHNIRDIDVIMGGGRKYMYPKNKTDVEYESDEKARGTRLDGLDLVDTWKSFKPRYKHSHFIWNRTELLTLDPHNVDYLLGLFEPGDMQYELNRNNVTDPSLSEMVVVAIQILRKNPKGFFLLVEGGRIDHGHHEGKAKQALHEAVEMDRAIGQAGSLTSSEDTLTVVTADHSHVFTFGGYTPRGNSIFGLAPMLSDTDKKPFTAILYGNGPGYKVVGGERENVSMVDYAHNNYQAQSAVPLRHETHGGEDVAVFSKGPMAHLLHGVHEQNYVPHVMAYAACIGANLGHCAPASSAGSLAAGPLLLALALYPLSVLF
bIAP inh – intestinal alkaline phosphatase (bovine) inhibition; purified bovine IAP, CDP-star luminescence, 30 min; inhibition, % at 20 µM; 190,000 tested, under 10 active;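 active = over 50% inhibition of intestinal alkaline phosphatase at 20 µM in the single-dose screen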
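test system = bovine IAP enzyme | medium = DEA buffer 100 mM, pH 9.8, with MgCl2 1.0 mM, ZnCl2 0.02 mM | detection = luminescence | dosing = single compound dose of 20 µM, 2% DMSO final | incubation = 30 min reaction at room temperature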
TNAP inh noacc – inhibitors of human TNAP without phosphate acceptor; inhibition, % at 20 µM; P05186; 200,000 tested, 0.26% active; purified TNAP, CDP-star luminescence, 30 min;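 active = tissue-nonspecific alkaline phosphatase inhibition above about 50% at 20 µM in the single-dose screen, limit read from the data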;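 note: 0% = DMSO negative control and 100% = EDTA positive control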
Lmaj promast – reduces viability of Leishmania major promastigotes; AID 1063; resazurin fluorescence viability; 200,000 tested, 9% active; inhibition, % at 10 µM; in the data active = inhibition above about 50%;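 note: promastigotes grown with compound for 44 hours at 28 °C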
APP transl inh – APP translation inhibition. SH-SY5Y APP 5'UTR-luciferase reporter, luminescence. inhibition, % at 2 µM. 190,000 tested, 0.82% active. AID 1285;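 active = inhibition above a set limit, derived from the sample mean plus 3 SD, cut at about 45% in these data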; note: values of inactives mirror those of a sister screen read the other way
bIAP act – intestinal alkaline phosphatase (bovine) activation; AID 1016; purified bovine IAP, CDP-star luminescence, 30 min; hits give high values; fold of DMSO-control signal, blank-subtracted; 200,000 tested, 0.17% active; activation factor at 20 µM;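 active = activation factor of 2 or more at 20 µM, a signal rise over negative controls twice the positive control's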
TNAP act hi DEA – activators of human TNAP at high phosphate acceptor concentration | P05186 | purified TNAP, CDP-star luminescence, 1 M DEA, 30 min; hits give high values; 0 = EDTA background, 1 = DMSO-only activity | activation factor at 20 µM | 200,000 tested, under 10 active;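 active = activation factor at least 2 at 20 µM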
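Dosing: 20 µM single point. System: human TNAP. Amount: TNAP 1/800 final. Incubation: 30 min, room temperature. Read-out: TNAP activation factor scaled between EDTA and DMSO control wells. Signal: luminescence from CDP-star hydrolysis. Medium: 1 M DEA, pH 9.8, Mg2+, Zn2+. Control set: EDTA negative control, DMSO positive control.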
Starred values were filed as active, the others as inactive.

`O=C(N/N=C/C=C/c1ccccc1[N+](=O)[O-])c1cc(-c2ccccc2)n[nH]1` gave RAM inhibit 4.0, FLuc inh counter 1, FLuc act counter 1, TNAP inh hi DEA 7, bIAP inh 0, TNAP inh noacc 64*, Lmaj promast 16, APP transl inh 4, bIAP act 1 and TNAP act hi DEA 0.9.
For CC(C)NC(=O)NC(=O)COC(=O)c1cccc(S(=O)(=O)N2CCCCC2)c1 the results were RAM inhibit 4.9, FLuc inh counter -4, FLuc act counter 1, TNAP inh hi DEA -5, bIAP inh 12, TNAP inh noacc -6, Lmaj promast -8, APP transl inh -16, bIAP act 0.9 and TNAP act hi DEA 1.1.
Screening Cc1ccc(N2C(=O)C3Sc4[nH]c(=O)sc4C(c4ccccc4)C3C2=O)cc1 (stereo not given) returned RAM inhibit 3.4, FLuc inh counter -8, FLuc act counter 1.1, TNAP inh hi DEA -1, bIAP inh 0, TNAP inh noacc -6, Lmaj promast -6, APP transl inh -9, bIAP act 1 and TNAP act hi DEA 1.
`c1ccc2c(c1)CSc1sccc1C2=C1CCNCC1` gave RAM inhibit 0.1, FLuc inh counter -8, FLuc act counter 1.1, TNAP inh hi DEA -5, bIAP inh -8, TNAP inh noacc 0, Lmaj promast 58*, APP transl inh 7, bIAP act 1.1 and TNAP act hi DEA 1.1.
For COc1ccccc1NS(=O)(=O)c1ccc(NC(=O)c2nc3ncccn3n2)cc1 the results were RAM inhibit 2.0, FLuc inh counter -1, FLuc act counter 1, TNAP inh hi DEA -4, bIAP inh 4, TNAP inh noacc -6, Lmaj promast -3, APP transl inh -8, bIAP act 1 and TNAP act hi DEA 1.
CC(=O)Nc1ccc(Oc2ccc(NC(C)=O)c(NC(C)=O)c2)cc1 was read as RAM inhibit 0.1, FLuc inh counter -4, FLuc act counter 1, TNAP inh hi DEA 2, bIAP inh -7, TNAP inh noacc -5, Lmaj promast -6, APP transl inh 14, bIAP act 1.1 and TNAP act hi DEA 1.
For COc1ccc(C(=S)N2CCOCC2)cc1OC(=O)c1cc([N+](=O)[O-])c(C)c([N+](=O)[O-])c1 the results were RAM inhibit 1.3, FLuc inh counter -6, FLuc act counter 1.1, TNAP inh hi DEA -4, bIAP inh 10, TNAP inh noacc 3, Lmaj promast -6, APP transl inh 5, bIAP act 0.9 and TNAP act hi DEA 1.
`Cc1cc([N+](=O)[O-])nn1CC(=O)N1CCc2ccccc2C1` gave RAM inhibit 1.2, FLuc inh counter -1, FLuc act counter 1, TNAP inh hi DEA -6, bIAP inh 4, TNAP inh noacc -7, Lmaj promast 3, APP transl inh 13, bIAP act 1 and TNAP act hi DEA 1.1.
CCN1CCCC(OC(=O)c2cc(-c3ccccc3Cl)nc3ccccc23)C1 (stereo not given) was read as RAM inhibit 0.4, FLuc inh counter -2, FLuc act counter 1, TNAP inh hi DEA 0, bIAP inh 4, TNAP inh noacc -2, Lmaj promast 78*, APP transl inh -8, bIAP act 1 and TNAP act hi DEA 1.
O=C1C2CC=CCC2C(=O)N1c1ccc(NCCc2ccc(O)cc2)c([N+](=O)[O-])c1 (stereo not given) was read as RAM inhibit 2.8, FLuc inh counter -5, FLuc act counter 1, TNAP inh hi DEA 21, bIAP inh 3, TNAP inh noacc 14, Lmaj promast 18, APP transl inh -29, bIAP act 1 and TNAP act hi DEA 0.8.
Screening CCOC(=O)C1CN(c2cc3c(cc2F)c(=O)c(C(=O)O)cn3CC)OC1C(=O)OCC (stereo not given) returned RAM inhibit 2.9, FLuc inh counter -2, FLuc act counter 1, TNAP inh hi DEA -3, bIAP inh -1, TNAP inh noacc -9, Lmaj promast -3, APP transl inh 6, bIAP act 1 and TNAP act hi DEA 1.
Screening CCN(C(=O)COC(=O)COc1ccc2c(C)cc(=O)oc2c1)C1CCS(=O)(=O)C1 (stereo not given) returned RAM inhibit 0.9, FLuc inh counter -1, FLuc act counter 1, TNAP inh hi DEA -2, bIAP inh -26, TNAP inh noacc -7, Lmaj promast -7, APP transl inh -4, bIAP act 1.3 and TNAP act hi DEA 1.
COc1ccc(CNc2nc(NCc3ccc(OC)cc3)n(C(=O)c3ccccc3[N+](=O)[O-])n2)cc1 was read as RAM inhibit 6.6, FLuc inh counter -5, FLuc act counter 1, TNAP inh hi DEA -2, bIAP inh -3, TNAP inh noacc -1, Lmaj promast 13, APP transl inh -9, bIAP act 1 and TNAP act hi DEA 1.
Screening O=C(CCCN1C(=O)/C(=C\c2cccs2)SC1=S)Nc1ccc(C(=O)O)cc1 returned RAM inhibit 7.0, FLuc inh counter -8, FLuc act counter 1.1, TNAP inh hi DEA 2, bIAP inh 4, TNAP inh noacc 3, Lmaj promast -6, APP transl inh 7, bIAP act 1 and TNAP act hi DEA 1.
`O=C(N/N=C/c1cccc(OC(=O)c2ccc3c(c2)OCO3)c1)c1cncc(Br)c1` gave RAM inhibit 3.8, FLuc inh counter 1, FLuc act counter 1, TNAP inh hi DEA 4, bIAP inh 17, TNAP inh noacc 10, Lmaj promast -4, APP transl inh -37, bIAP act 0.8 and TNAP act hi DEA 1.
For Cc1cc(N/N=C/c2ccco2)c2ccccc2n1 the results were RAM inhibit -0.8, FLuc inh counter -4, FLuc act counter 1, TNAP inh hi DEA -9, bIAP inh 3, TNAP inh noacc -8, Lmaj promast -10, APP transl inh 1, bIAP act 1 and TNAP act hi DEA 1.1.
`Cc1ccc(-c2csc3ncn(/N=C/N(C)C)c(=O)c23)o1` gave RAM inhibit 3.7, FLuc inh counter -8, FLuc act counter 1.1, TNAP inh hi DEA -6, bIAP inh 3, TNAP inh noacc -9, Lmaj promast -9, APP transl inh -1, bIAP act 1 and TNAP act hi DEA 1.1.
Screening Cc1ccc(-c2nsc3c(N4CCC(C(N)=O)CC4)ncnc23)cc1 returned RAM inhibit 4.4, FLuc inh counter 20, FLuc act counter 0.8, TNAP inh hi DEA 1, bIAP inh -4, TNAP inh noacc -9, Lmaj promast -6, APP transl inh -142, bIAP act 1 and TNAP act hi DEA 1.
Screening O=C(O)CC(C(=O)O)N1C(=O)/C(=C/c2ccc(-c3nc4ccccc4s3)o2)SC1=S (stereo not given) returned RAM inhibit 4.1, FLuc inh counter 18, FLuc act counter 0.8, TNAP inh hi DEA 24, bIAP inh 40, TNAP inh noacc 27, Lmaj promast -8, APP transl inh -25, bIAP act 0.6 and TNAP act hi DEA 0.8.
Screening COc1ccc(Cl)cc1NC(=O)CSc1nnc(CN2CCOCC2)n1-c1ccc(Cl)cc1 returned RAM inhibit 0.7, FLuc inh counter -4, FLuc act counter 1, TNAP inh hi DEA 1, bIAP inh 0, TNAP inh noacc -3, Lmaj promast 3, APP transl inh 5, bIAP act 1 and TNAP act hi DEA 1.
Screening CCOc1ccc(CCNC(=O)c2[nH]c(C)c(C(C)=O)c2C)cc1OCC returned RAM inhibit 4.5, FLuc inh counter -3, FLuc act counter 1, TNAP inh hi DEA -3, bIAP inh -2, TNAP inh noacc -12, Lmaj promast -4, APP transl inh -11, bIAP act 1 and TNAP act hi DEA 1.
CNc1nc(Cl)nc(NC(C)(C)C)n1 was read as RAM inhibit 1.1, FLuc inh counter -4, FLuc act counter 1, TNAP inh hi DEA -1, bIAP inh 8, TNAP inh noacc -6, Lmaj promast 0, APP transl inh -24, bIAP act 0.9 and TNAP act hi DEA 1.
Screening CN1CCN(S(=O)(=O)c2cccc(S(=O)(=O)c3cccc(S(=O)(=O)N4CCN(C)CC4)c3)c2)CC1 returned RAM inhibit 0.0, FLuc inh counter -6, FLuc act counter 1.1, TNAP inh hi DEA -5, bIAP inh 5, TNAP inh noacc -11, Lmaj promast 0, APP transl inh -13, bIAP act 1 and TNAP act hi DEA 1.
For O=C(NCc1ccc2c(c1)OCO2)C12CN(Cc3ccccc3)CC1C(c1cccc([N+](=O)[O-])c1)=NO2 (stereo not given) the results were RAM inhibit -0.9, FLuc inh counter -3, FLuc act counter 1, TNAP inh hi DEA -1, bIAP inh 3, TNAP inh noacc -2, Lmaj promast 16, APP transl inh -1, bIAP act 1 and TNAP act hi DEA 1.
CCc1nc2n[nH]c(N)c2c2c1CCCC2 was read as RAM inhibit 2.9, FLuc inh counter -10, FLuc act counter 1.1, TNAP inh hi DEA -5, bIAP inh 0, TNAP inh noacc -9, Lmaj promast 2, APP transl inh 9, bIAP act 1 and TNAP act hi DEA 1.1.
`CCCN(CCC)CCNC(=S)Nc1ccc2nc3n(c(=O)c2c1)CCCCC3` gave RAM inhibit 0.0, FLuc inh counter -5, FLuc act counter 1, TNAP inh hi DEA -5, bIAP inh 5, TNAP inh noacc -9, Lmaj promast 11, APP transl inh -18, bIAP act 0.9 and TNAP act hi DEA 1.
`COc1cccc(/C=N/n2c(CO)nc3ccccc32)c1OC` gave RAM inhibit 0.0, FLuc inh counter -2, FLuc act counter 1, TNAP inh hi DEA -6, bIAP inh 10, TNAP inh noacc -9, Lmaj promast -1, APP transl inh -3, bIAP act 0.9 and TNAP act hi DEA 1.1.
Screening COC(=O)CSc1nn(-c2ccc(F)cc2)c(=S)s1 returned RAM inhibit 1.5, FLuc inh counter 2, FLuc act counter 1, TNAP inh hi DEA 1, bIAP inh 6, TNAP inh noacc -3, Lmaj promast -6, APP transl inh 6, bIAP act 0.9 and TNAP act hi DEA 1.
Cn1c(=O)c(C#N)c(-c2ccccc2)n2cnnc12 was read as RAM inhibit 0.3, FLuc inh counter -9, FLuc act counter 1.1, TNAP inh hi DEA -4, bIAP inh 11, TNAP inh noacc -6, Lmaj promast -3, APP transl inh -13, bIAP act 0.9 and TNAP act hi DEA 1.
`Cc1nc(NC2CCCC2)sc1C(=O)N(C)C` gave RAM inhibit 1.3, FLuc inh counter -10, FLuc act counter 1.1, TNAP inh hi DEA -5, bIAP inh 18, TNAP inh noacc -8, Lmaj promast -3, APP transl inh -24, bIAP act 0.8 and TNAP act hi DEA 1.
Cc1ccc(C(=O)NCC2(c3ccccc3)CCCC2)cc1 was read as RAM inhibit 2.6, FLuc inh counter -5, FLuc act counter 1, TNAP inh hi DEA -1, bIAP inh 8, TNAP inh noacc -8, Lmaj promast 3, APP transl inh -13, bIAP act 0.9 and TNAP act hi DEA 1.
`CCOC(=O)c1cc(-c2ccccc2)sc1NC(=O)c1ccc(OC)c(OC)c1` gave RAM inhibit 3.9, FLuc inh counter -6, FLuc act counter 1.1, TNAP inh hi DEA -3, bIAP inh 30, TNAP inh noacc 1, Lmaj promast -6, APP transl inh 0, bIAP act 0.7 and TNAP act hi DEA 1.

Bioassay records from PubChem.
